Compound activity from PubChem.
EP2 antag = human EP2 receptor antagonists, primary screen, TR-FRET cAMP, C6 glioma cells; Prostaglandin E2 receptor EP2 subtype (Homo sapiens), P43116; C6 glioma cells expressing human EP2; cells stimulated with saturating PGE2; inhibition, % at 25 µM; 260,000 compounds, 0.52% hits; AID 1422, 2008;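 active = percent inhibition above 40 after rounding to a whole number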;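 note: rat C6 glioma host cells with rolipram phosphodiesterase inhibitor present; the protocol text gives 20 µM as final concentration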
p97 inhibitor = inhibitors of human p97 ATPase, primary screen, biochemical | Transitional endoplasmic reticulum ATPase (Homo sapiens), P55072 | recombinant p97 ATPase, Kinase-Glo ATP luminescence, 3 h | inhibition, % at 8 µM | 220,000 compounds, 0.42% hits; in the data active = inhibition above about 15%;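 note: 0% = DMSO vehicle and 100% = wells lacking enzyme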
Target sequence (P55072 whole entry, looked up): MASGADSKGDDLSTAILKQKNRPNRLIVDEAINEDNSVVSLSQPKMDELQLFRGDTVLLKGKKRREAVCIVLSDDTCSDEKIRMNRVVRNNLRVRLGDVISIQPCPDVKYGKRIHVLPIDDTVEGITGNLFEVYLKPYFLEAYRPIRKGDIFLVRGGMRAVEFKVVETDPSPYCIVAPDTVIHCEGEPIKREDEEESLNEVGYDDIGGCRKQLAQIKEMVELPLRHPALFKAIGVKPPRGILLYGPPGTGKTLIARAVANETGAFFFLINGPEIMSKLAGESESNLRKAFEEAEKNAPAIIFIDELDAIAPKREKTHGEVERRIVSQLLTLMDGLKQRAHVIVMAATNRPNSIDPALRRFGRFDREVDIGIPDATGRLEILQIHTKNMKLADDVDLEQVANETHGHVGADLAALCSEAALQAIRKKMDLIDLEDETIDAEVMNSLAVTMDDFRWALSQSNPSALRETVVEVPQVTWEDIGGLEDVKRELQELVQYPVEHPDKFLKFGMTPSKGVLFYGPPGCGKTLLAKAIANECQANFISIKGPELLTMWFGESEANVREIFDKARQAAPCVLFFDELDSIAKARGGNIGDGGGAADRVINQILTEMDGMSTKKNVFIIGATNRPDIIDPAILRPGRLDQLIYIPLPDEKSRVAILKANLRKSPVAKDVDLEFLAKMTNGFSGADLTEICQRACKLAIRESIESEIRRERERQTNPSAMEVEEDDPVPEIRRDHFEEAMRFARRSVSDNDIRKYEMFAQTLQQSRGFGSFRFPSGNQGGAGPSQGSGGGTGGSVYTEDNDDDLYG
eIF4E-4G inh = eIF4E–eIF4G protein interaction inhibitors, primary screen, biochemical, uHTS, TR-FRET, eIF4GI fragment. TR-FRET eIF4E-eIF4GI(517-606) binding, 2 h. AID 782, 2007. inhibition, % at 21.7 µM. 220,000 compounds, 0.37% hits;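 active = inhibition above about 30%, limit read from the data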;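 note: 0% = full FRET control wells and 100% = background wells lacking eIF4GI fragment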
S1P4 ag = S1P4 receptor agonists, primary screen, cell-based; Sphingosine 1-phosphate receptor 4 (Homo sapiens), O95977; activation, % at 4.98 µM; S1P4-expressing cell line, agonist reporter assay; 220,000 compounds, 0.35% hits; in the data active = activation above about 11%;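 note: 0% = DMSO vehicle and 100% = reference agonist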
NPY Y1 blocker = NPY-Y1 receptor antagonists, primary screen, cell-based; Neuropeptide Y receptor type 1 (Homo sapiens), P25929; HEK293-CNG Y1 cells, membrane potential fluorescence; NPY at EC95, then isoproterenol; inhibition, % at 3.6 µM; 200,000 compounds, 1% hits; AID 1040, 2008;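 active = inhibition above the campaign mean inhibition of all tested compounds plus 3 SD, cut at about 20% in these data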;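 note: 0% = DMSO wells given NPY plus isoproterenol and 100% = isoproterenol alone without NPY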
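Material: Y1- and CNG-channel-expressing HEK293 cells / Probe or stimulus: NPY 25 nM then isoproterenol 1 µM plus Ro 20-1724 25 µM / Doses: 3.6 µM single dose, DMSO 0.4% / Schedule: compound incubation 1 h at room temperature, readout 45 min post-stimulation / Signal: membrane potential fluorescence / Benchmarks: isoproterenol-only wells as full block versus NPY-plus-isoproterenol wells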
NPY-Y2 PAM-ag = NPY-Y2 potentiators or agonists, primary screen, cell-based; AID 1359, 2008; 220,000 compounds, 0.45% hits; Neuropeptide Y receptor type 2 (Homo sapiens), P49146; cells expressing NPY-Y2, potentiator/agonist read-out; activation, % at 3.6 µM; in the data active = activation above about 27%;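 note: cells stimulated with NPY near EC25 plus isoproterenol at EC100; 0% = vehicle plus submaximal agonist and 100% = vehicle plus saturating agonist; some results beyond the cut were filed as inactive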
EP2 mod = EP2 receptor modulators, cAMP readout, primary screen, cell-based, HTRF cAMP, PGE2 stimulation | 260,000 compounds, 0.83% hits | EP2-expressing cells, cAMP HTRF FRET, PGE2 co-stimulation | Prostaglandin E2 receptor EP2 subtype (Homo sapiens), P43116 | induction, % at 25 µM;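 active = compounds whose cAMP rise, as percent of the full-agonist control response, exceeds 60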;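 note: rat C6 glioma line stably carrying human EP2 under a CMV promoter; the protocol text gives 20 µM as final concentration; 100% = response of wells given 1 µM PGE2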
S1P4 antagonist = S1P4 receptor antagonists, primary screen, cell-based. inhibition, % at 4.98 µM. 220,000 compounds, 0.26% hits. S1P4-expressing cells, antagonist mode, reporter read-out. Sphingosine 1-phosphate receptor 4 (Homo sapiens), O95977; in the data active = inhibition above about 29%;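 note: 0% = wells stimulated with agonist and 100% = vehicle wells without agonist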
NPY1 pot ag = NPY-Y1 receptor potentiators or agonists, primary screen, cell-based. Neuropeptide Y receptor type 1 (Homo sapiens), P25929. activation, % at 3.6 µM. AID 1304, 2008. 220,000 compounds, 0.37% hits. NPY-Y1 expressing cells, potentiator/agonist activation; in the data active = activation above about 33%, passing the limit was not always enough;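 note: cells stimulated with NPY at EC10 then isoproterenol at EC100; 0% = low agonist plus stimulus and 100% = saturating agonist plus stimulus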
* marks the source's active call; other numbers are inactive results; x = not tested or not shown; & = joins results of further samples; [ ] = dose if it differs, or a comment.

Order of values: eIF4E-4G inh	NPY1 pot ag	EP2 antag	NPY-Y2 PAM-ag	S1P4 ag	S1P4 antagonist	EP2 mod	p97 inhibitor	NPY Y1 blocker
- CC1(C)Cc2nc3oc4c(NCCCN5CCOCC5)ncnc4c3cc2CO1
 : 5.1	0.9	6.6	0.4	-1.0	-4.1	2.6	6.4	x
- CC(C)=NN/C(N)=N/C(=S)Nc1ccc(C)cc1
 : 2.5[fluorescence artefact?]	-8.3	10.2	13.8	-0.1	-4.4	19.5	-3.9	-4.5
- Cc1cccc(C(=O)NCc2nnc3c4ccccc4c(-c4ccccc4)nn23)c1
 : -2.9	-15.2	10.1	2.5	3.5	-5.0	9.2	3.2	-4.3
- CCOC(=O)c1ccc(NS(=O)(=O)CC)cc1
 : 2.1[fluorescence artefact?]	-18.7	11.1	-1.2	-2.5	-3.4	13.7	4.3	8.8
- Brc1ccc(-c2nnc(Cc3ccccc3)o2)cc1
 : 2.8	-9.6	7.2	-9.9	1.1	1.0	-30.8	-2.2	x
- CCOc1c(Br)cc(CNc2ccc3c(c2)OCCO3)cc1OC
 : -0.7	-12.6	16.2	-13.8	-0.6	-26.1	-17.3	0.5	18.4
- COc1ccc(CNC(=O)C(c2ccco2)N(C(=O)c2csnn2)c2cccc(C)c2C)cc1 (stereo not given)
 : 3.9	-4.3	7.7	-8.2	0.8	7.6	19.0	-3.8	1.6
- NS(=O)(=O)c1ccc(NC(=S)NCc2ccc(Cl)cc2)cc1
 : 35.1*	46.9	14.7	0.1	-4.1	7.7	-37.0	3.5	-6.8
- O=[N+]([O-])c1ccc(Sc2ccccn2)nc1
 : 5.6	-8.1	7.8	-19.1	-0.5	6.1	-9.6	-0.6	x
- O=C1C2C(C(=O)N1/N=C/c1ccc([N+](=O)[O-])o1)C1C=CC2C12CC2 (stereo not given)
 : 0.1	2.6	10.8	-4.7	1.7	14.3	-10.0	10.4	-2.8
- Cc1n[nH]c(C)c1CCN(C)Cc1cn(C)nc1-c1ccc2c(c1)OCCO2
 : -1.0	-5.3	9.0	-12.5	-0.4	-0.7	-4.3	-3.1	0.5
- CCS(=O)(=O)N1N=C(c2ccc(NS(C)(=O)=O)cc2)CC1c1ccccc1 (stereo not given)
 : 0.8	12.3	3.0	-8.8	0.3	-28.6	4.2	-3.7	-0.3
- O=S(=O)(NCCOCC(F)(F)F)c1ccc2oc3ccccc3c2c1
 : -7.9	-2.1	13.0	-5.5	2.5	-17.5	-34.7	1.5	0.5
- C=C(C)CSc1nc2ccccc2c(=O)n1-c1c(C)n(C)n(-c2ccccc2)c1=O
 : 0.6	16.4	4.6	8.0	1.1	-11.8	27.4	0.5	0.8
- CCOC(=O)c1c(NC(=O)c2ccc(Cl)cc2)csc1C
 : 1.8	-19.8	4.8	1.6	1.2	-3.0	23.1	1.0	3.6
- CCCCC(CC)C(=O)Nc1ccccc1C(=O)NC(C)C (stereo not given)
 : -0.3	2.9	12.9	6.7	0.1	2.9	3.6	-0.4	-0.1
- COc1ccc(-n2c(C)nc3cc(C(=O)NCc4ccc5c(c4)OCO5)ccc32)cc1
 : 4.5	-12.9	19.9	-6.7	0.2	-9.5	-84.4	3.0	16.6
- CCCNc1ccc(S(=O)(=O)N(C(C)C)C(C)C)cn1
 : -1.7	-13.6	2.7	-3.3	-3.0	-0.1	-0.8	1.6	2.3
- COc1ccc(Cl)cc1NC(=O)Cc1c(F)cccc1Cl
 : 3.9[fluorescence artefact?]	-15.6	2.3	-6.6	0.3	-8.4	-8.3	-3.6	1.5
- CSc1ccccc1NC(=O)c1cc(C2CC2)on1
 : -0.7	23.3	6.3	-6.7	2.7	-6.8	28.5	1.4	4.1
- CCOc1ccc(NC(=S)N2c3ccccc3CC2C)cc1 (stereo not given)
 : -4.7	12.8	1.7	-5.4	0.1	-2.4	-34.9	0.1	3.5
- CCCn1c(N)c(C(=O)CN2CCN(S(=O)(=O)c3cccs3)CC2)c(=O)[nH]c1=O
 : -0.9	15.8	10.0	20.1	-1.7	3.6	-4.8	5.4	0.2
- CCC(CC)NC(=O)COC(=O)c1cccc(C)c1O
 : -8.4	8.8	8.7	-7.1	3.3	-23.7	-21.2	1.7	0.9
- COc1ccc(C2(O)CN(c3ccccc3)C3=[N+]2CCS3)cc1OC (stereo not given)
 : -1.4	0.9	8.8	12.8	1.6	8.8	17.1	-0.2	0.8
- c1cc2c(cc1-n1cnnn1)OCO2
 : -2.8	8.8	4.0	3.9	1.9	-22.5	2.9	4.3	5.7
- Nc1nc(NC(=O)c2ccccc2Cl)nn1-c1ccccc1
 : 4.9	-3.0	4.5	-1.1	-1.9	-1.6	10.9	-3.0	x
- CCOC(=O)N1CCN(c2cc(N3CCOCC3)c(F)cc2[N+](=O)[O-])CC1
 : -1.0	5.1	8.2	-6.4	0.4	-6.7	15.9	2.5	2.9
- COC(=O)CCC(=O)Nc1ccc(Cl)c(Cl)c1
 : 5.1	-2.1	8.4	9.9	-1.5	-10.6	-17.8	4.5	-0.3
- CCCCNS(=O)(=O)c1ccc(OC)c(Cl)c1Cl
 : -0.6	-4.3	9.1	1.7	-1.4	1.2	-5.0	-5.6	-3.9
- Cn1ncc2c(=O)n(CC(=O)NC34CC5CC(CC(C5)C3)C4)cnc21
 : -2.0	-5.4	11.8	-12.5	0.1	-17.1	-10.2	0.8	7.3

Next section, starting with the last two of the part before.
Order of values: eIF4E-4G inh	NPY1 pot ag	EP2 antag	NPY-Y2 PAM-ag	S1P4 ag	S1P4 antagonist	EP2 mod	p97 inhibitor	NPY Y1 blocker
- CCCCNS(=O)(=O)c1ccc(OC)c(Cl)c1Cl
 : -0.6	-4.3	9.1	1.7	-1.4	1.2	-5.0	-5.6	-3.9
- Cn1ncc2c(=O)n(CC(=O)NC34CC5CC(CC(C5)C3)C4)cnc21
 : -2.0	-5.4	11.8	-12.5	0.1	-17.1	-10.2	0.8	7.3
- O=c1c2ccccc2c(C=NC2CCS(=O)(=O)C2)c(O)n1-c1ccccc1 (stereo not given)
 : -1.4	7.8	5.9	-1.0	-1.3	7.6	12.4	-0.5	-2.3
- Cc1cnc(NC(=O)CN2CCN(c3ccccc3F)CC2)s1
 : -1.5	-19.9	20.6	-17.3	-0.3	-3.9	5.0	-1.2	5.2
- CCn1c(NC(=O)c2ccccc2)nc2ccccc21
 : -0.7	-1.1	6.8	5.4	0.5	-4.9	4.6	3.5	x
- O=C(COC(=O)/C=C/c1ccco1)Nc1ncc(Cl)cc1Cl
 : 10.2	1.2	9.2	-4.5	1.8	-19.7	-41.8	3.7	4.9
- O=C(Nc1ccccc1[N+](=O)[O-])c1cncc(Br)c1
 : 1.7	23.3	12.0	-0.9	0.0	-19.8	-10.6	6.4	-6.6
- CN(C)c1ccc(/C=N/NC(=O)c2sccc2-n2cccc2)cc1
 : 6.6	11.2	6.1	1.3	-0.8	-6.0	-28.6	-1.1	-2.1
- C/C(=C\c1ccccc1)C(=O)NCCN1CCOCC1
 : -1.6	5.3	4.3	-4.4	0.3	-15.4	1.9	1.6	-0.2
- COc1cccc(C2/C(=C(/O)c3ccc(C)cc3)C(=O)C(=O)N2Cc2ccco2)c1 (stereo not given)
 : 5.1	-24.2	3.7	3.4	2.7	-15.1	14.1	1.5	-3.6
- CO/N=C/c1ccc(N2CCN(C(=O)c3ccc(F)cc3)CC2)c([N+](=O)[O-])c1
 : -0.1	-4.3	7.3	-4.1	-0.1	2.5	-16.4	-1.2	11.2
- COc1ccc(OC)c(NC(=O)COC(=O)/C=C/c2ccccc2Cl)c1
 : 3.1[fluorescence artefact?]	-21.7	7.1	12.4	0.0	-10.8	-5.9	5.4	1.4
- Cc1noc(NS(=O)(=O)c2ccc(NC(=O)CCCOc3ccc(Cl)cc3Cl)cc2)c1C
 : 3.3	4.4	4.7	-1.3	2.5	-24.3	-38.8	-3.8	-0.5
- O=C(c1ccc(Cl)cc1)C1CCCN(Cc2cnn(-c3ccccc3)c2)C1 (stereo not given)
 : 3.0	-12.1	-0.5	-34.5	0.0	-15.6	-25.7	0.7	15.8
- O=C(N/N=C/c1ccccc1C(F)(F)F)c1ccc(O)cc1
 : 1.0	31.1	5.1	22.1	0.7	5.0	-3.0	4.9	2.4
- CN(C)c1ccc(C(=O)NNC(=O)Nc2ccccc2)cc1
 : -5.4	6.2	3.0	-9.3	0.9	-0.9	-30.9	2.6	-3.1
- O=S(Cc1ccccc1)CC(O)(c1ccc(Cl)cc1)c1ccc(Cl)cc1 (stereo not given)
 : 6.0	22.3	6.3	10.4	-2.5	-3.1	46.0	-7.2	3.8
- CCOC(=O)CNC(=O)C(=O)c1c(O)[nH]c2ccccc12
 : 3.7	6.7	4.7	11.3	0.4	3.8	5.8	6.5	2.0
- COc1ccc(-c2ccnc3nc(/N=C/N(C)C)nn23)cc1
 : 11.2	-1.9	2.8	-10.3	0.9	-9.2	-4.8	-1.1	4.1
- CN(C)CCOC(=O)C1(c2ccccc2)CCCC1
 : -9.2[fluorescence artefact?]	-24.3	9.0	7.0	-1.5	-9.5	1.6	-0.6	3.2
- Cc1cc2c(c(=O)n1C)C(Cc1ccccc1)C(C#N)=C(N)O2 (stereo not given)
 : 0.5	0.1	11.6	29.9	-2.7	-3.9	-5.8	1.7	0.4
- CCOC(=O)c1sc(NC(=O)C(C)C)c(C#N)c1C
 : 4.3	12.1	14.6&7.0	24.9	0.3	-15.2	13.1&1.8	4.0	0.5
- Cc1coc2c(C)c3oc(=O)cc(-c4ccccc4)c3cc12
 : x	-13.3	x	1.2	0.4	8.3	x	4.7	4.4
- O=C(CNC(=O)c1ccc2c(c1)OCO2)N/N=C(Br)/C=C/c1ccccc1
 : 1.2	-18.6	11.6	-14.3	-1.9	0.4	-12.3	6.5	5.8
- CCOC(=O)c1c(C)c(C#N)c2c3ccccc3ccn12
 : -9.7[fluorescence artefact?]	-6.3	9.6	2.2	-1.2	-15.7	37.5	-2.3	1.3
- O=C(NC(=S)Nc1ccc(S(=O)(=O)Nc2ccccc2)cc1)C1CC1
 : 0.6	15.2	3.8	9.1	0.5	10.3	-81.5	-5.6	-10.7
- COc1cc(C2C(C#N)=C(N)Oc3cc(O)ccc32)cc2c1OCO2 (stereo not given)
 : 6.8	18.9	10.7	5.5	1.2	-6.5	-6.2	4.8	4.6
- Cc1cccc(N2C(=O)CC(N3CCOCC3)C2=O)c1 (stereo not given)
 : -0.3[fluorescence artefact?]	2.7	6.0	15.3	-1.5	-0.5	4.7	3.0	2.0
- O=C(OC(C(=O)Nc1ccc([N+](=O)[O-])cc1Br)c1ccccc1)c1ccccc1 (stereo not given)
 : 0.6	5.0	3.1	-12.3	1.4	-5.8	19.7	3.9	0.0
- N#CC(C#N)=CNc1cccnc1
 : -0.9	11.1	8.5	3.8	0.0	-1.6	-8.6	6.9	x

Some of the compounds tested (hit frequency here may not be typical).
